# From PubChem BioAssay
# TAAR1 antag: antagonists of human TAAR1; CHO RD-HGA16 TAAR1, Fluo-8 calcium fluorescence, antagonist; inhibition, % at 3 µM; AID 624466; Q96RJ0; hit rate 1.5% among 360,000;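 active means inhibition above a per-plate cutoff, the mean inhibition of test compounds on that plate plus 3 SD, cut at about 49% in these data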;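 further: 0% = DMSO plus EC80 beta-PEA response and 100% = DMSO alone without agonist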
# Target sequence (Q96RJ0 whole entry, looked up): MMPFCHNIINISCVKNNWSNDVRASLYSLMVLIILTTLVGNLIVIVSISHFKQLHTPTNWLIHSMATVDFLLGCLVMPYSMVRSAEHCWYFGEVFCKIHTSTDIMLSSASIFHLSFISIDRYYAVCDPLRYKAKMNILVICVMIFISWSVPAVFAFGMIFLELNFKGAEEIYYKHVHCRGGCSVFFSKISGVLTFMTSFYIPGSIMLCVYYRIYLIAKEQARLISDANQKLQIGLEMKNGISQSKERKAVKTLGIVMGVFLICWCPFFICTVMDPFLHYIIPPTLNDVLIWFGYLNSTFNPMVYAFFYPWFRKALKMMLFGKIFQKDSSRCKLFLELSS
#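 Material: CHO RD-HGA16 cells bearing hTAAR1; compound dosing: one-point dosing, 3 µM nominal final; schedule: dye loading 75 min at 37 °C, then 30 min room temperature; measured by: calcium fluorescence with Fluo-8; control set: vehicle and agonist controls; replication: n of 1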
# CHO-K1 Ca antag: counter-screen for M1 antagonists: effect in parental CHO-K1 cells; hit rate 0.6% among 360,000; AID 602250; inhibition, % at 3 µM; ATP-induced calcium, Fluo-8 fluorescence;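 active means inhibition above a per-plate cutoff, the plate's mean sample inhibition plus 3 SD, cut at about 24% in these data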;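 further: 0% = DMSO plus EC80 ATP and 100% = DMSO alone without ATP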
# CHO parental Ca: counter-screen: ATP calcium response change in parental CHO cells | parental CHO-K1, ATP-induced calcium, Fluo-8 fluorescence | inhibition, % at 5.6 µM | hit rate 0.63% among 330,000 | AID 463079;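 active means inhibition above that plate's mean sample inhibition plus 3 SD, cut at about 26% in these data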;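 further: 0% = ATP-challenged DMSO wells and 100% = DMSO wells without ATP; some compounds past the cut are filed as inactive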
#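 Material: Parental CHO cells | Reagent: ATP | Compound dosing: Single nominal dose of 5.6 µM per compound | Detection: Intracellular calcium via Fluo-8 no-wash fluorescent dye | Read-out: % inhibition of ATP-induced calcium mobilization | Benchmarks: Low control ATP plus DMSO, high control DMSO only | Replicates: Singlicate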
# M1 ag parental: nonselective activator or artifact in parental CHO-K1 cells. hit rate 0.48% among 360,000. Fluo-8 calcium fluorescence; scaled to maximal ATP response, vehicle zero. activation, % at 3 µM. AID 602248; in the data active means activation above about 15%;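 further: untransfected CHO-K1 host cells lacking M1 receptor as counterscreen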
# M1 ag: agonists of human M1 muscarinic receptor | hit rate 0.33% among 360,000 | activation, % at 3 µM | P11229 | CHO-K1 hM1, Fluo-8 calcium fluorescence, agonist mode; 0% DMSO, 100% acetylcholine EC100 | AID 588814;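 active means activation above the run's mean compound activation plus 3 SD, cut at about 16% in these data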;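 further: peak over basal fluorescence ratio within a 140 s kinetic read after compound addition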
# Target sequence (P11229 whole entry, looked up): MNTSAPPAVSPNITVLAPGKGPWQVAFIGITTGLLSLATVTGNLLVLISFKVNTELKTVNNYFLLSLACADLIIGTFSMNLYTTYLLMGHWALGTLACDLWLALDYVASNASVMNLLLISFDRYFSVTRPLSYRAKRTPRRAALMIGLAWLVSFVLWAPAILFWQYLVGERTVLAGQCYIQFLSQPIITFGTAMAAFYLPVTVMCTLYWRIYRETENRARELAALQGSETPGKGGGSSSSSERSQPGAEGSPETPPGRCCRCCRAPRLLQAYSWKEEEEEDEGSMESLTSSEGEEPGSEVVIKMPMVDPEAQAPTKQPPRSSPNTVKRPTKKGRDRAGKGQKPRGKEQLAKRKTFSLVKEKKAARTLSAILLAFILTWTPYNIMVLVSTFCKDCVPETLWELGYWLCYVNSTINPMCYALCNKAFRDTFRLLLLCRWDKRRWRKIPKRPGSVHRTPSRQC
# M1 PAM parental: M1 PAM counterscreen hit in parental CHO-K1 cells | AID 602247 | hit rate 0.02% among 360,000 | activation, % at 3 µM | ATP EC20, Fluo-8 calcium fluorescence; 0% at ATP EC20, 100% at ATP max;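 active means activation above the run cutoff, the mean activation of all test compounds plus 3 SD, cut at about 40% in these data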;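 further: peak over basal fluorescence ratio in a 140 s read after ATP addition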
# TAAR1 ag: human TAAR1 agonism. activation, % at 3 µM. CHO RD-HGA16 TAAR1, Fluo-8 calcium fluorescence; vehicle wells 0%, saturating PEA agonist 100%. hit rate 0.99% among 360,000. AID 624467;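 active means activation above the mean activation of all test compounds in the run plus 3 SD, cut at about 38% in these data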
#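 System: CHO-derived RD-HGA16 cells with stable Gα16 and human TAAR1. Times: 17-24 h plating, Fluo-8 75 min 37 °C, 30 min RT. Measured by: calcium-sensitive Fluo-8 signal, excitation 470-495, emission 515-575 nm. Read-out basis: % activation relative to PEA EC100 response. Control set: DMSO and PEA EC100. Repeats: no replicates (n 1).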
# OXTR potentiator: potentiates the human oxytocin receptor response; AID 2445; hit rate 0.061% among 320,000; P30559; CHO-OTR cells, Fluo-8 calcium fluorescence, potentiator mode; 0% = oxytocin EC15, 100% = EC100; activation, % at 3 µM;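 active means activation above that plate's cutoff, the mean activation of tested compounds plus 3 SD, cut at about 6.6% in these data, passing the limit was not always enough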;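 further: 100% uses oxytocin at 75 nM as the full agonist control; some results filed as inactive read as strong as hits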
#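 Dosing: Single dose, 3.0 µM nominal final compound concentration | Material: Human OTR in CHO cells | Technique: Kinetic Fluo-8 calcium fluorescence | Benchmarks: EC15 oxytocin alone as 0%, 75 nM oxytocin as 100% | Probe or stimulus: Oxytocin at about EC15, sub-maximal agonist stimulus | Incubation: Compound 6 min at room temperature before oxytocin, 100 s read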
# CHRM1 antagonist: antagonists of human M1 muscarinic receptor | AID 588852 | P11229 | CHO-K1 hM1, Fluo-8 calcium fluorescence, ACh EC80 antagonist | hit rate 1.3% among 360,000 | inhibition, % at 3 µM;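 active means percent inhibition above its own plate's cutoff, namely the mean of that plate's compound wells plus 3 SD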;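 further: peak over basal fluorescence ratio during 140 s after agonist addition; 0% = ACh EC80 plus DMSO and 100% = DMSO alone without agonist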
# Active calls of the source: *; . = no result given.
mol,TAAR1 antag,CHO-K1 Ca antag,CHO parental Ca,M1 ag parental,M1 ag,M1 PAM parental,TAAR1 ag,OXTR potentiator,CHRM1 antagonist
O=Cc1ccc(-c2ccc(C(=O)O)cc2)o1,-24,-2,-14,0.5,-2,-9,1,1,-6
CCOC(=O)[C@]12CCCC=C1N(Cc1cccc3ccccc13)C(=O)[C@H](CC(=O)NCCc1ccccc1OC)C2,-5,-17,.,1.1,.,8,34,.,.
Cc1cc(S(=O)(=O)NC[C@H]2O[C@@H](n3ccc(N)nc3=O)[C@H](O)[C@@H]2O)c(C)s1,10,-14,.,0.9,-3,20,1,.,0
O=C(NCc1cccnc1)c1cc(C2CCCN(C(=O)c3ccccn3)C2)on1 (stereo not given),-7,-2,.,0.3,-4,-13,13,.,-5
Cc1c(C)n2c(SCC(=O)N3CCCCCC3)nnc2[nH]c1=O,-26,2,1,1.1,-1,12,0,-5,-10
CCn1c(-c2cccnc2Cl)nc2cc(Cl)c(Cl)cc21,19,12,-24,4.2,-5,-11,1,-9,1
O=C(CN1C(=O)NC(c2ccccc2)(c2ccccc2)C1=O)N1CCN(c2ccccc2F)CC1,-2,19,-9,0.2,-3,-15,3,-2,30
C/C(=C\C(=O)c1ccccc1)NNc1nc2ccccc2s1,-7,1,-32,-0.3,-1,18,6,-7,-14
O=C1c2ccccc2C(=O)N1c1ccc(Cl)cn1,9,-16,-4,1.5,-1,13,-1,-13,9
CCOC(=O)C1=CN(Cc2cccc(F)c2)S(=O)(=O)N(CC)C1c1ccc(F)c(Cl)c1 (stereo not given),24,-9,12,1.2,-7,22,2,.,-1
COC(=O)c1ccc(C(=O)NC2CCSc3ccccc32)cc1 (stereo not given),-4,-12,-13,0.1,-6,10,-1,-3,-11
COC(=O)[C@]12CCCCC=C1N(Cc1ccccc1)C(=O)[C@H](CC(=O)NCCc1ccccc1OC)C2,57*,-16,.,2.6,.,16,70*,.,.
COc1cccc(N2CCN(S(=O)(=O)c3cc4c(cc3C)N(C)CCO4)CC2)c1,3,7,-2,0.2,0,10,0,-3,-4
CCOC(=O)N1CCN(C(=O)/C=C/c2ccc(C(C)(C)C)cc2)CC1,-13,9,-6,1.3,6,9,2,-7,-33
CC1CCN(C(=O)C2CCN(S(=O)(=O)c3ccc4c(c3)CC(C)N4C(=O)C3CC3)CC2)CC1 (stereo not given),-15,11,-15,2.5,-2,-7,-2,-5,3
O=C(O)c1ccc(SCc2cnc(Cl)s2)cc1,0,1,-3,0.0,-2,-4,2,-11,-2
CCOCCCn1cnc2c(c1=O)c1nc3ccccc3nc1n2-c1ccccc1,5,-15,-8,-0.2,-4,-4,0,-2,-4
CCOP(=O)(OCC)c1nc(/C=C/c2ccccc2)oc1NCc1ccccc1,20,-14,-19,0.4,-3,12,8,-7,-13
CCCCn1c(N)c(N(CCOC)C(=O)c2ccc(N(C)S(=O)(=O)c3ccc(C)cc3)cc2)c(=O)[nH]c1=O,0,-2,-15,1.7,-1,14,0,-7,-8
CN(C)S(=O)(=O)c1ccc(Cl)c(NC(=O)COC(=O)CNC(=O)c2ccco2)c1,-25,-3,-6,0.3,2,-14,5,-12,-8
COC(=O)c1cc(N=Cc2c(O)c3ccccc3oc2=O)cc(C(=O)OC)c1,.,-4,2,3.2,-2,13,.,-14,-9
Cc1c2c(nc3ccccc13)CC(C)(C)CC2=O,-12,-18,-5,0.5,-5,8,2,-4,-8
CCOC(=O)c1cn2nc(-c3ccc(OCC)cc3)cc2nc1C1CCN(C(=O)OC(C)(C)C)CC1,6,-3,0,2.8,-2,15,2,3,-1
O=C(CNC(=O)c1cccs1)N=Nc1c(O)[nH]c2ccc(Br)cc12,11,-3,-13,0.6,-3,-12,0,-5,12
COc1ccc(C(C(=O)NC2CCCCC2)N2CCC3(CC2)OCCO3)cc1 (stereo not given),3,-9,0,0.3,-3,14,9,-3,12

# The results go on.
mol,TAAR1 antag,CHO-K1 Ca antag,CHO parental Ca,M1 ag parental,M1 ag,M1 PAM parental,TAAR1 ag,OXTR potentiator,CHRM1 antagonist
COC(=O)C1=CN(CCOC23CC4CC(CC(C4)C2)C3)C=C(C(=O)OC)C1c1ccsc1,-25,-20,-34,1.8,-3,29,0,-7,3
COc1cccc(NC(=O)C2CCCN2S(=O)(=O)c2ccc3c(c2)n(C)c(=O)c(=O)n3C)c1 (stereo not given),-2,-4,-9,0.2,-2,3,3,-6,0
CN(Cc1ccccc1)C(=O)C(=O)c1cn(CC(=O)N2CCCC2)c2ccccc12,-8,-6,-22,0.9,-4,22,2,-2,-9
O=C(COC(=O)/C=C/c1cccc(F)c1)Nc1ccccc1,6,0,-19,0.1,-2,3,6,-19,-10
COc1ccc(C(=O)NC(C)c2nc3ccccc3[nH]2)cc1OC (stereo not given),-5,-13,.,0.7,-1,-3,3,.,-11
O=C(NNS(=O)(=O)c1ccc(F)cc1)c1sccc1-n1cccc1,-5,11,-3,0.0,-5,-11,5,2,-7
O=C(Cn1c(=O)oc2ccccc21)Nc1nnc(N2CCCCCC2)s1,-16,8,-5,0.1,-1,-4,9,1,6
O=C(CCC1CCCCC1)Nc1nnc(C(F)(F)F)s1,-12,-3,.,0.8,-4,13,2,.,-6
CCC[C@@H]1C[C@@]1(CCC)[C@@H](NC(=O)c1ccccc1)c1ccc(C(=O)OC)cc1,24,-21,-1,0.4,-3,20,0,-14,1
CCOC(=O)/C(C#N)=C/Nc1cc(C(C)(C)C)sc1C(C)=O,-47,-10,-34,0.7,-3,17,2,-4,-7
O=C(/C=C/[C@H]1O[C@@H](n2cnc3c(NC(=O)c4ccccc4)ncnc32)[C@H](O)[C@@H]1O)NC1CCCCC1,-7,-10,.,0.0,-1,10,1,.,-22
CCC(Cc1ccccc1)NCc1c(C(=O)O)c(C)n(Cc2ccccc2)c1C (stereo not given),9,-21,-17,0.9,-4,20,2,-15,-9
COc1cc(C(=O)NC2CCCCC2)ccc1OC1CCN(C(C)=O)CC1,-14,-8,-4,1.6,-4,24,0,-9,-9
COc1ccc(NC(=O)CN(C)C(=O)C2CCCO2)cc1 (stereo not given),8,4,-22,0.5,-3,-19,1,3,-7
CCCOc1ccc(CNC(=O)C2CCN(C(=O)N3CCOc4ccccc43)CC2)cc1,9,-8,6,4.9,0,28,6,-8,-10
CCOc1ccc(NC(=O)C2CC=CCC2C(=O)O)cc1 (stereo not given),1,7,-5,-0.3,-4,-11,7,2,-8
Cc1ccc(OCC(=O)Nn2c(C)nc3ccccc3c2=O)c(C(C)C)c1,7,-2,-16,12,0,-16,9,-9,2
O=C(NC1CC1)C1CCCN1S(=O)(=O)c1ccc2ccccc2c1 (stereo not given),4,-1,-17,0.3,-1,5,-1,0,0
Cc1cc(C)c2[nH]c(=O)c(C(c3nnnn3C(C)(C)C)N(Cc3ccco3)CC3CCCO3)cc2c1 (stereo not given),14,-10,-15,0.3,-6,17,3,2,5
CCN(CC)C(=O)[C@H]1C[C@H](CC(=O)NCC23CC4CC(CC(C4)C2)C3)C(=O)N2CCc3c([nH]c4cc(-c5ccco5)ccc34)[C@]12C,-2,5,-11,0.5,-3,3,0,.,9
COc1cccc(CN2CCNC(=O)C2CC(=O)NCCc2nc(C)c(C)s2)c1OC (stereo not given),-3,-7,-9,0.7,-8,15,15,-7,-7
N#CC1=C(N)Oc2cc(Nc3ccccc3)ccc2C1c1ccncc1 (stereo not given),-2,-2,-4,2.8,-2,23,-1,-14,-8
CC(C)(C)C(=O)OCc1nc(-c2ccc3c(c2)OCCO3)cs1,19,-11,-7,2.5,9,4,15,-16,-16
N#C/C(=N/O)c1nc(-c2ccc(F)cc2)cs1,-19,-7,0,4.7,4,10,6,-3,-3
CSc1ccc(C2=CC(=O)C[C@H](c3ccc(F)cc3)C2)cc1,17,-12,-30,0.7,-5,24,8,-6,-16

# (further entries)
mol,TAAR1 antag,CHO-K1 Ca antag,CHO parental Ca,M1 ag parental,M1 ag,M1 PAM parental,TAAR1 ag,OXTR potentiator,CHRM1 antagonist
CCN(C(=O)C(C)N1C(=O)/C(=C/c2ccco2)SC1=S)C1CCS(=O)(=O)C1 (stereo not given),-7,-10,-13,0.3,0,-3,1,-6,-6
NC(=O)c1ccc(NC(=O)CN2CCN(S(=O)(=O)c3ccc4ccccc4c3)CC2)cc1,-7,-5,-12,-0.6,-5,7,3,-6,-3
CCc1noc(C)c1C(=O)Nc1cc(S(=O)(=O)N(CC)CC)ccc1N1CCOCC1,-39,0,-24,0.5,-3,-5,1,-7,-5
O=C(Cn1nnc(-c2ccc(Cl)cc2)n1)NC1CCN(Cc2ccccc2)CC1,-14,-1,-14,0.5,-6,15,17,-8,1
CCOC(=O)N1CCN(c2c(N3CCN(C(=O)OCC)CC3)c(=O)c2=O)CC1,9,-23,-8,0.7,-2,16,-4,2,-11
CCc1cccc(CC)c1NC(=O)COC(=O)C1(c2ccc(Cl)cc2)CCCC1,2,-16,-22,1.1,-7,8,-1,-11,5
Cc1n[nH]c(C)c1Cc1c(F)cccc1Cl,-14,9,1,2.3,-5,17,20,-9,-17
Cc1nc(NS(=O)(=O)c2ccc(Cl)s2)c2c3c(sc2n1)CCCC3,-5,-7,-6,6.1,1,5,2,-16,-3
O=c1[nH]c(N2CCCCC2)nc2c1CCCC2,9,21,-5,-0.5,-4,-7,3,2,-2
C=CCOC(=O)COc1ccc2c(C)c(CC)c(=O)oc2c1,-2,-7,-8,2.1,-6,16,6,-1,0
CCn1c(Cc2ccccc2)nnc1SCC(=O)Nc1ccc(N2CCOCC2)c(Cl)c1,14,-8,-29,0.5,-6,17,-1,-4,-40
COC(=O)COc1ccc(S(=O)(=O)N2CCN(c3ccccc3F)CC2)cc1,11,-5,-11,1.9,-1,17,0,-10,5
CC(=O)c1ccc(N2CCN(C(C)C(=O)NC3CCCc4ccccc43)CC2)cc1 (stereo not given),-1,1,-16,3.6,-5,7,4,-8,1
C[C@@H](NC(=O)Cn1ccc(NC(=O)OCc2ccccc2)nc1=O)c1cccc2ccccc12,27,-5,-29,-0.6,0,-1,16,-8,-4
